Screens deposited in PubChem by several laboratories.
KCC2 mod – KCC2 (human) Cl- transport modulation; Q9H2X9; KCC2 cells, thallium flux FluoZin-2 fluorescence; B-score of Tl+ flux slope (higher = more flux/activation; lower = inhibition) at 10 µM; 2.2% of 190,000 active;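 active = thallium flux slope and its plate-corrected score both differing from the plate sample mean at a set confidence after two filtering rounds, in either direction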;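 also: slope of fluorescence scaled to starting intensity during 10 to 20 s after thallium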
Target sequence (Q9H2X9 whole entry, looked up): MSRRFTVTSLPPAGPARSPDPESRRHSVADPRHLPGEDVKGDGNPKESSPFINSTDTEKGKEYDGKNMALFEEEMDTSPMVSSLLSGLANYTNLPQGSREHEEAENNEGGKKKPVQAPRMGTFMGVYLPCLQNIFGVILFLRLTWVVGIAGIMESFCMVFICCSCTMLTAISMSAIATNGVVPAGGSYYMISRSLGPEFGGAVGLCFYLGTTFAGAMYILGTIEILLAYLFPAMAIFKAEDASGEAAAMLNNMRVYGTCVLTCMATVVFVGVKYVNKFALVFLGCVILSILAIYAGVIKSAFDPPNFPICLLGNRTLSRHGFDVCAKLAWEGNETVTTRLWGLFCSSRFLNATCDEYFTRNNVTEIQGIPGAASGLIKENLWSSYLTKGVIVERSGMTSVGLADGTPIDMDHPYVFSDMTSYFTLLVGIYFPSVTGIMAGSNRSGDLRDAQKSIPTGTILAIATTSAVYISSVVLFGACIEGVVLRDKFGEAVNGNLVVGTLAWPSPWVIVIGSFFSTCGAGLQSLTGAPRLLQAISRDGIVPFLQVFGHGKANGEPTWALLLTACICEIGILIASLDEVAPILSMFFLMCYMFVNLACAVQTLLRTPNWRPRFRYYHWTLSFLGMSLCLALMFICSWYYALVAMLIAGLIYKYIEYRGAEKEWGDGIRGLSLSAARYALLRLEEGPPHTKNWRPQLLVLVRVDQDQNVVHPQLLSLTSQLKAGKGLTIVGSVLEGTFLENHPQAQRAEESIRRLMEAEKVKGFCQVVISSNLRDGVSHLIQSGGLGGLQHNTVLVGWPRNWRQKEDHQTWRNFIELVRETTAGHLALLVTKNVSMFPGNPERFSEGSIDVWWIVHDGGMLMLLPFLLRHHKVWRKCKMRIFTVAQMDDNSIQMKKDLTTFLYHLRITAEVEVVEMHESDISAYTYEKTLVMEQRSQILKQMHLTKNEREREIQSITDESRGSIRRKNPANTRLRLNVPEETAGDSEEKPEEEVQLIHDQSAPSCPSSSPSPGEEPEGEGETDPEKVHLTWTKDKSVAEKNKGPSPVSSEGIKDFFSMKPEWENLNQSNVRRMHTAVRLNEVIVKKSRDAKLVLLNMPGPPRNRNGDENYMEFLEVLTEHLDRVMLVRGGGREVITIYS
Rad51 HR inh – blocks human Rad51 in homologous recombination | Q06609 | hRad51 DNA strand exchange, fluorescence dequenching | inhibition, % at 10 µM | 0.085% of 200,000 active | AID 1385;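 active = inhibition above 40% at the single screening dose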;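 also: 0% = DMSO control wells and 100% = blanks with heterologous ssDNA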
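Test system: preformed human Rad51 ssDNA filaments. Compound dosing: single dose, 10 µM final compound. Incubation: filaments 15 min 37 °C, then compound 30 min. Technique: FRET fluorescence dequenching, excitation 485 nm, emission 520 nm. Read-out basis: percent inhibition from fluorescence, normalised to plate control and blank means. Benchmarks: plate controls and plate blanks.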
zVAD death inh – L929 zVAD cell death inhibition. viability rescue, % at 10 µM. AID 1377. 0.38% of 220,000 active. L929 zVAD necroptosis rescue, ATP luminescence, 24 h; with zVAD 60 µM;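 active = activation, scaled between plate controls, above about 75%, limit read from the data; inactive = activation under that limit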;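 also: 0% = zVAD with DMSO and 100% = DMSO alone without zVAD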
TNF necrop inh – blocks TNF-alpha induced death of Jurkat FADD-/- cells. activation (protection from cell death), % at 10 µM. Jurkat FADD-/- TNF necroptosis rescue, ATP luminescence, 24 h; 0 = TNF only, 100 = no-TNF cells. 0.068% of 220,000 active. AID 463075;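 active = activation, meaning protection from cell death, of at least 50% relative to plate controls; inactive = activation below 50%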;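 also: necroptosis triggered by 40 ng/mL TNF-alpha added together with compound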
EBV gp42 inh – EBV gp42 inhibition; Q1HVG2; Fluorescence polarization binding assay, mP read-out; inhibition, % (tested at 21.74 µM); 0.42% of 220,000 active; AID 1085; in the data active = inhibition above about 50%
Mdm2 ligase inh – inhibitors of human Mdm2 E3 ubiquitin ligase; cell-based MDM2 ubiquitination luciferase reporter, 2 h; 0 = plate control, 100 = twice control, blank-subtracted; 0.11% of 210,000 active; AID 1230; signal enhancement, % at 5 µM;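 active = signal enhancement of 30% or more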;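 also: luminescence tracks abundance of the self-degrading MDM2-luciferase fusion protein; higher signal means inhibition of MDM2 E3 ligase activity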
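Assay system: stable mammalian line carrying autodegrading MDM2–luciferase fusion reporter; Input: 2000 cells in each well; Compound dosing: single-point 5 µM; Schedule: 2 h compound exposure at 37 °C; Signal: SteadyLite luciferase luminescence after 15 min room-temperature reagent incubation; Evaluation: % luminescence enhancement versus blank-corrected plate control mean; Benchmarks: plate controls and plate blanks.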
PERK inhibitor – human PERK inhibition, primary cell-based screen; 0.17% of 220,000 active; AID 1416; CHO PERK-DD fusion, SEAP luminescence translation reporter; inhibition, % at 5.6 µM; Q9NZJ5;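 active = inhibition above the mean inhibition of all tested compounds plus 3 SD, set separately per screening campaign, cut at about 2.9% in these data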;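 also: PERK kinase domain activated by AP20187 dimerizer at 100 nM; 0% = DMSO with dimerizer and 100% = rapamycin at 8.4 µM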
eIF4E 4G PPI – blocks eIF4E binding to eIF4G; TR-FRET eIF4E-eIF4GI(517-606) binding, 2 h; inhibition, % at 21.7 µM; 0.37% of 220,000 active; AID 782;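 active = inhibition above about 30%, limit read from the data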;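 also: 0% = full FRET control wells and 100% = background wells lacking eIF4GI fragment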
Calpain2 inh – calpain II (pig) inhibition. 0.37% of 220,000 active. AID 1236. purified calpain II, fluorogenic peptide substrate, 30 min. inhibition, % at 16 µM;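 active = inhibition above about 50%, limit read from the data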
* marks the source's active call; other numbers are inactive results; . = no result given; [ ] = remark or other dose.

SMILES | KCC2 mod | Rad51 HR inh | zVAD death inh | TNF necrop inh | EBV gp42 inh | Mdm2 ligase inh | PERK inhibitor | eIF4E 4G PPI | Calpain2 inh
C=CCn1c(C2CC(=O)N(c3ccc(C)cc3)C2)nc2ccccc21 (centres undefined) | -0.85 | 3 | 0.3 | -0.3 | 0 | -15 | -0.8 | 3 | 7
C=CCSc1nc(N)c(C(=O)Nc2ccccc2OC)cc1C(=O)Nc1ccccc1 | -1.1 | 5 | 0.5 | 2.1 | -8 | -14 | -0.3 | 0 | -72
CC(C)c1ccc(Nc2nnc(SCC(=O)Nc3ncc(S(=O)(=O)c4ccc([N+](=O)[O-])cc4)s3)s2)cc1 | -4.6 | -8 | 1.7 | 0.1 | -16 | -16 | 0.5 | 3 | 24
CNC(=O)OCCSCCS(=O)(=O)c1ccc(Cl)cc1 | -0.64 | 10 | 0.3 | 0.6 | -7 | -6 | 2.6 | 4 | -11
NC(=O)CN(c1ccc([N+](=O)[O-])cc1)S(=O)(=O)c1ccccc1 | 0.51 | 10 | 0.7 | 0.4 | -8 | -18 | 0.1 | 0 | -11
CCOC(=O)Cn1c(=O)oc2cc(S(=O)(=O)N(C)Cc3ccccc3)ccc21 | -0.0043 | 6 | -0.5 | 0.8 | -4 | -13 | -0.9 | -2 | 22
COc1ccc(-c2nnnn2C)cc1S(=O)(=O)NCCc1ccccc1 | 1.2 | -3 | -0.8 | -1.3 | -10 | -2 | 0.2 | -2 | 0
COc1ccc(NC2=NC3(CCCCC3)N=C(N)N2)cc1 | 1.6 | 7 | -0.1 | 0.4 | -2 | -6 | 0.7 | 0 | 36
Cc1sc2nc(C3CC3)nc(SCC(=O)NCc3ccco3)c2c1C | . | 7 | 1.0 | -1.3 | -5 | . | -1.6 | -15 | 0
O=C(CNC(=O)C1CCCCC1)Nc1ccccc1 | 0.19 | 3 | 0.1 | 0.6 | -18 | 11 | 1.2 | 8 | -12
NS(=O)(=O)c1ccc(NC(=O)C2CCCO2)cc1 (centres undefined) | . | 1 | 0.2 | 1.4 | -10 | -2 | 1.6 | 1 | -51
Cc1nn(C)c(C(=O)NNC(=S)NCC(C)C)c1Cl | -1.7 | . | -0.4 | 0.8 | -10 | 15 | 0.5 | 3 | 18
C=CCn1c(SCC(=O)c2ccc(F)cc2)nnc1-c1ccc2c(c1)OCO2 | -3.7* | 10 | 0.0 | 1.6 | -7 | -3 | -0.3 | 1 | 17
CCn1c(SCC(=O)Nc2cc(C)on2)nnc1-c1ccccc1 | -0.2 | -2 | -0.2 | 1.0 | -6 | -7 | -0.5 | 2 | -15
CC(C(=O)Nc1ccccc1Sc1ccccc1)N(c1ccccc1)S(C)(=O)=O (centres undefined) | . | 2 | -0.2 | -5.5 | 1 | 2 | -0.3 | 3 | 14
CCN(CC)S(=O)(=O)c1cc(C(=O)OCC(=O)Nc2c(F)cccc2F)ccc1F | -0.5 | 9 | 1.1 | 1.3 | -11 | -6 | -0.1 | -5[fluorescence artefact?] | 9
CC1CC(C)CN(C(=O)CSc2nc3ccsc3c(=O)n2Cc2ccccn2)C1 (centres undefined) | 0.051 | 3 | -0.2 | -1.1 | -11 | -20 | -0.5 | 0 | 29
COc1ccc(Cc2nc(-c3ccccn3)no2)cc1 | . | 2 | 0.2 | -0.3 | -24 | -4 | 1.1 | 3 | 13
OC(COc1ccc2ccccc2c1Cl)CN1CCOCC1 (centres undefined) | . | -5 | 8.6 | 1.8 | 1 | 8 | -0.2 | 2[fluorescence artefact?] | -11
O=C(COC(=O)CC1CC2CCC1C2)Nc1c(F)cccc1F (centres undefined) | 0.29 | -8 | 1.6 | 0.1 | 0 | 5 | -0.3 | 0 | 8
COc1cccc(C(=O)Nc2ccc(-c3nc4ccccc4o3)c(O)c2)c1 | . | 0 | 2.7 | 1.7 | -34 | -7 | -0.2 | -21 | -229
CC(C)(C)NC(=O)CCc1nnc(Cc2c[nH]c3ccccc23)o1 | -0.18 | 15 | 0.4 | -0.6 | -3 | -9 | -0.4 | -3 | -4
CC(C)(C)n1nnnc1C(c1ccc(F)cc1)N1CCC(C(N)=O)CC1 (centres undefined) | 1.6 | 5 | 0.4 | 0.4 | 7 | -15 | 0.3 | -3 | -4
NC(=O)c1cc2ccccc2o/c1=N\NC(=O)c1ccncc1 | 0.33 | 0 | 4.2 | 1.4 | 3 | -6 | 0.0 | -8 | -2
CSc1ccccc1NC(=O)CSCc1ccccc1Br | -1.4 | . | -0.2 | -0.8 | 3 | 4 | 0.1 | -10 | 16
Nc1c(C(=O)NCc2ccco2)nnn1-c1ccccc1 | 0.054 | 2 | 0.1 | -0.1 | -12 | -12 | -0.5 | 3 | 14
CC1(C)C(=O)Nc2ccccc2N1C(=O)COC(=O)C1CCCCC1 | . | -8 | -0.5 | 0.4 | -8 | -2 | 0.4 | -8 | 6
CCOC(=O)CSc1[nH]c2cc(OC)ccc2c1[N+](=O)[O-] | . | 5 | -0.4 | -3.3 | -9 | -4 | 0.8 | -1 | -253
O=[N+]([O-])c1ccc2sc(SCc3nc4ccccn4c3Br)nc2c1 | -0.47 | -7 | 0.3 | 7.9 | 23 | -12 | 0.1 | 4 | 14
COc1ccc2c([N+](=O)[O-])c(Cl)[nH]c2c1 | 0.24 | 1 | 1.4 | -1.2 | 2 | -5 | 0.5 | 0 | -103

Complete entries as entered above. Screens in order: KCC2 mod, Rad51 HR inh, zVAD death inh, TNF necrop inh, EBV gp42 inh, Mdm2 ligase inh, PERK inhibitor, eIF4E 4G PPI, Calpain2 inh
`COc1ccc2c([N+](=O)[O-])c(Cl)[nH]c2c1` in the list: 0.24, 1, 1.4, -1.2, 2, -5, 0.5, 0, -103
`O=[N+]([O-])c1ccc2sc(SCc3nc4ccccn4c3Br)nc2c1` in the list: -0.47, -7, 0.3, 7.9, 23, -12, 0.1, 4, 14

Following part.
SMILES | KCC2 mod | Rad51 HR inh | zVAD death inh | TNF necrop inh | EBV gp42 inh | Mdm2 ligase inh | PERK inhibitor | eIF4E 4G PPI | Calpain2 inh
COc1ccc(C(=O)c2ccc(OC)cc2O)c(O)c1 | 5.8* | 0 | -0.3 | -1.7 | -7 | -6 | 1.8 | -2 | -56
O=S(=O)(Nc1nc2ccccc2nc1NCCN1CCOCC1)c1cccc(Cl)c1 | 0.12 | -7 | -0.3 | -0.2 | 4 | -3 | -0.2 | 1 | -21
CC(C)CNC(=O)COc1cccc(C(=O)NCc2ccccc2)c1 | -0.65 | -9 | 1.0 | 1.1 | -26 | 2 | -0.5 | -2 | 5
COc1ccc(CCNC(=O)CCNC(=O)c2ccc(Br)cc2)cc1OC | 1.7 | -4 | 1.9 | 1.3 | -14 | -7 | -0.5 | 37* | -3
Cc1ccccc1NC(=S)NC(=O)CCc1ccccc1 | 0.35 | 1 | -0.1 | -2.0 | -19 | -25 | 1.2 | 3 | 24
COc1ccc(N2CCN(C(=O)c3ccc(COc4ccc5c(C)cc(=O)oc5c4)cc3)CC2)cc1 | 0.039 | . | . | 0.4 | 4 | -1 | 0.2 | 4[fluorescence artefact?] | -67
O=C(CC1=NC2(CCCC2)Cc2ccccc21)N1CCOCC1 | -1.1 | -4 | 0.1 | -3.4 | -4 | -9 | 0.3 | -9 | -22
CCOc1ccc(-n2cc(-c3ccccc3)c3c(SC(C)C(=O)OC)ncnc32)cc1 (centres undefined) | 0.76 | -5 | -0.1 | 1.8 | 4 | -20 | 0.1 | -1 | -9
Cc1ccc(Oc2cc(-n3nc(C)cc3C)ncn2)cc1 | . | -1 | -0.3 | -1.8 | -9 | 9 | 1.7 | 3 | 16
O=C(Cc1ccccc1)Nc1ccc2c(c1)CCC2 | -0.84 | 13 | 1.7 | 4.0 | -9 | -13 | 1.2 | -4 | 7
Cc1nc(Sc2nnnn2C)c2c3c(sc2n1)CCC3 | -0.71 | -10 | -0.8 | -13 | -4 | 5 | -0.8 | -1 | -13
Cc1ccc(NC(=O)c2cnc(N3CCN(c4ccccn4)CC3)c3ccccc23)c(Br)c1 | 0.016 | -2 | 1.2 | -6.8 | -3 | -22 | 0.7 | -3 | -113
CCOc1c(Br)cc(CNc2ncn[nH]2)cc1OC | 1.2 | 11 | 0.2 | 0.2 | -5 | -13 | -0.5 | -2 | 7
CC1CCC2C(=O)N(c3ccc(C(=O)Oc4cccc5cccnc45)cc3)C(=O)C2C1 (centres undefined) | -1.2 | -6 | 0.2 | -2.4 | -7 | -24 | 1.1 | 1[fluorescence artefact?] | 4
COc1ccc(C(=O)Cn2c(C(=O)/C=C/c3ccccc3)nc3ccccc32)cc1 | 0.0091 | -1 | -0.1 | -9.8 | -11 | -10 | 1.6 | -27 | -299

Just TNF necrop inh, for 2 of the compounds above:
| smiles | TNF necrop inh |
| --- | --- |
| COc1ccc(C(=O)c2ccc(OC)cc2O)c(O)c1 | -1.7 |
| CCOc1c(Br)cc(CNc2ncn[nH]2)cc1OC | 0.2 |

Later entries:
SMILES | KCC2 mod | Rad51 HR inh | zVAD death inh | TNF necrop inh | EBV gp42 inh | Mdm2 ligase inh | PERK inhibitor | eIF4E 4G PPI | Calpain2 inh
Cc1nc(Nc2ccc3c(c2)OCCO3)c2oc3ccccc3c2n1 | -1.4 | 0 | -0.1 | -2.8 | 0 | -3 | -2.9 | -4 | -33
COc1ccc(N2CCN(C(CNC(=O)C3CCCCC3)c3cccnc3)CC2)cc1 (centres undefined) | . | 5 | -0.2 | 0.8 | . | -30 | -0.9 | . | .
COC(=O)c1ccc(COc2ccc(NC(C)=O)cc2)o1 | 0.069 | 0 | -0.2 | 2.4 | -5 | -17 | 0.2 | 1 | 15
COc1ccc(S(=O)(=O)N2CCC(C(=O)c3ccc4c(c3)OCCO4)CC2)cc1 | -3.2 | 3 | 0.0 | 2.8 | 8 | -4 | -0.4 | 1 | 5
Cn1nc(C(=O)NCCN2CCOCC2)c2ccccc2c1=O | . | 3 | -0.4 | -1.2 | -14 | 2 | -0.1 | -1 | 1
CC(=O)Nc1ccc(C(=O)NC2CCCC2)cc1 | 0.69 | -1 | -0.1 | -0.7 | -7 | -12 | 0.7 | -3 | -1
COc1ccc(C2C(C(=O)c3ccco3)=C(O)C(=O)N2CCc2ccccc2)cc1OC (centres undefined) | . | -1 | 1.7 | -0.3 | -3 | -15 | 0.8 | 2 | -59
Cc1ccc(NC(=O)NCc2ccccn2)cc1 | -0.0015 | -10 | 0.3 | -0.5 | 1 | -8 | 0.6 | 2 | 5
Cn1c(SCC(=O)Nc2sccc2C#N)nnc1-c1ccccc1 | -0.24 | -14 | -0.1 | -1.3 | 30 | -14 | -0.2 | -3 | -82
C=CCn1c(SC)nc2sc3c(c2c1=O)CCc1ccccc1-3 | 0.57 | -9 | 1.3 | 0.6 | -11 | -1 | 0.2 | 3 | -7
c1coc(CNc2nc3sc4c(c3c3ncnn23)CCCC4)c1 | 0.16 | -1 | 4.0 | 0.4 | -7 | -26 | 0.2 | 9 | -33
CN1CCN(C(=S)NC(=O)c2ccc(Cl)cc2)CC1 | 14* | 1 | 0.9 | -0.7 | 25 | 0 | 1.1 | 15 | -71
Cc1ccc(NP(=O)(Nc2ccc(C)cc2)Nc2ccc(C)cc2)cc1 | -0.52 | -3 | 2.7 | 0.5 | -1 | -16 | 0.1 | -2 | 32
CCCN(c1nc(C)cc(OC)n1)S(=O)(=O)c1ccccc1 | -1.3 | 0 | -0.3 | -0.6 | -29 | -5 | 0.0 | 1 | 6
